Compound activity (PubChem)
ARNT TACC3 PPI: disruptors of ARNT/TACC3 protein interaction, primary screen, biochemical, AlphaScreen, single concentration; AID 623870, 2012; Transforming acidic coiled-coil-containing protein 3 (Homo sapiens), Q9Y6A5; AlphaScreen His-ARNT PAS-B/GST-TACC3 binding, luminescence; TACC3 fragment carries E629A point mutation; inhibition, % at 9.99 µM; 390,000 tested, 0.66% active;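 active = mean inhibition of replicates at least 50% and at least half of replicates each reaching 50%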;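 note: 0% = complete ARNT plus TACC3 wells and 100% = ARNT alone without TACC3; many hits fall short of the cut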
RAD52 anneal inh: RAD52 DNA annealing inhibitors, primary screen, biochemical, FRET, single point, set 2; DNA repair protein RAD52 homolog (Homo sapiens), P43351; 360,000 tested, 0.46% active; inhibition, % at 18.7 µM; recombinant RAD52 DNA annealing, FRET fluorescence;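 active = every replicate showing at least 50% inhibition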
CFTR F508del cor: F508del CFTR correction, initial screen, CFBE line, single point; CFBE cells, YFP halide quenching; stimulated with forskolin plus potentiator P3; % fluorescence drop versus neutral controls; 350,000 tested, 0.36% active; activity (quench increase), % at 7.58 µM; AID 720511, 2013;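 active = mean added fluorescence quench of at least 8% versus neutral control, with both replicates also reaching 8%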;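 note: cells transiently co-express mutant CFTR-F508del with the halide-sensitive YFP; corrector assay measuring rescue of mutant channel to the surface after 24 h compound exposure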
ERAP1 inh: human ERAP1 aminopeptidase inhibitors, primary screen, biochemical, single point, plate reader | Endoplasmic reticulum aminopeptidase 1 (Homo sapiens), Q9NZ08 | recombinant ERAP1, Leu-AMC fluorescence, 60 min | inhibition, % at 10.7 µM | 340,000 tested, 0.15% active | AID 652197, 2013;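 active = mean replicate inhibition of at least 30%, or all replicates individually reaching that 30% level; inactive = mean below 30% and not every replicate reaching it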;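 note: 0% = neutral control wells and 100% = L-leucinethiol positive control wells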
esBAF inh: Bmi1 luciferase reporter increase in mESCs, primary screen, esBAF inhibitor project, mouse ES cells, Bmi1 luciferase knock-in, single point. 24 h; 100% = twice the neutral-well signal. reporter increase, % at 12.5 µM. 350,000 tested, 2% active. AID 602393, 2012; in the data active = activation above about 40%;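 note: 0% = median of the plate's neutral control wells and 100% = double that signal; a rise in the Bmi1 reporter signal indicates esBAF inhibition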
RAD54 branch: inhibitors of human RAD54 branch migration, primary screen, biochemical, fluorescence, single point; inhibition, % at 10.4 µM; RAD54 Holliday junction branch migration, FAM/BHQ fluorescence; DNA repair and recombination protein RAD54-like (Homo sapiens), Q92698; 360,000 tested, 0.14% active;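 active = mean normalized replicate activity at least 40 and at least half of replicates scoring 40 or more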;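 note: 0% = median of neutral control wells and 100% = median of positive control wells; inhibitors cause a drop in the FAM fluorescence signal; in these data hits start at about 50%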
Target sequence (Q92698 whole entry, looked up): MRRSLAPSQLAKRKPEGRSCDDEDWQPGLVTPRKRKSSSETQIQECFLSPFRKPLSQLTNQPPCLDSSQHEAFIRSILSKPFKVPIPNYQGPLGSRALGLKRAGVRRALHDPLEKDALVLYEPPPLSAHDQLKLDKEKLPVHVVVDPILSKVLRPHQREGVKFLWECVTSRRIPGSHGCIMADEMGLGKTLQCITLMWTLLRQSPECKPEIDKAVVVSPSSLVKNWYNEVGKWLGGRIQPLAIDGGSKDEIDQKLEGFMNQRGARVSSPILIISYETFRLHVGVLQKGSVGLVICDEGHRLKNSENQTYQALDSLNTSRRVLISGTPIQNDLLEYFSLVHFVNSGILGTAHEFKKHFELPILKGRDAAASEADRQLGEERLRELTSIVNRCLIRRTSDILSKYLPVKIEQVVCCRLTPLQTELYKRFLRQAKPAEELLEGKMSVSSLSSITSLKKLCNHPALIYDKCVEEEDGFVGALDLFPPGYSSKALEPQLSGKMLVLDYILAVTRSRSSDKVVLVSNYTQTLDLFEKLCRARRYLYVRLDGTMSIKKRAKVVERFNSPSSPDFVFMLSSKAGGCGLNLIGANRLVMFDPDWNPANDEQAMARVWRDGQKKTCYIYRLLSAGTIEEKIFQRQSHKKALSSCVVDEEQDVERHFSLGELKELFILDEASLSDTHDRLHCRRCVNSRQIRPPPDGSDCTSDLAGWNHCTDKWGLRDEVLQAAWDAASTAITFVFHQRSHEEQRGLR
GSIS activator: GLuc luminescence reporter in INS-1E cells, primary screen for activators of glucose-dependent secretion of insulin; INS-1E GLuc reporter insulin secretion, 2-3 h; activation, % at 16.6 µM; 370,000 tested, 0.61% active;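 active = lowest replicate activation of at least 40%, so every replicate reaches that level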;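 note: 0% = median of neutral control wells and 100% = median of IBMX positive control wells; some compounds called inactive have numbers as strong as hits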
Xi reactivation: activators of inactive X chromosome reactivation, primary screen, imaging, XiGFP fibroblasts, GFP high-content imaging, set 2; 360,000 tested, 0.055% active; XiGFP mouse fibroblasts, % GFP-positive cells imaging, 3 d; cells co-treated with 5-aza-dC sensitizer; scaled so ellipticine positive control = 100%; AID 743238, 2013; activation, % at 7.58 µM;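 active = mean normalized replicate activation at least 10% and every replicate at or above 10%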;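 note: 0% = median of on-plate neutral control wells and 100% = ellipticine 6 µM median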
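assay system = SV40-immortalized XiGFP fibroblast cells, line 68-5-11 | buffer or medium = DMEM plus 5-aza-dC sensitizer | doses = single-point pinned compound dosing | times = 3-day compound exposure, then 15 min fixation at room temperature | benchmarks = positive control ellipticine, 6 µM final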
Numbers without * were called inactive; i = inactive; . = no result given.

SMILES	ARNT TACC3 PPI	RAD52 anneal inh	CFTR F508del cor	ERAP1 inh	esBAF inh	RAD54 branch	GSIS activator	Xi reactivation
CCC(=O)N1CC[C@H]2[C@H](CO)Nc3ccc(-c4ccc(F)cc4)cc3[C@H]21	-2.9	-9.7	0.6	3.2	-5.3	1.4	2.1	0.3
CCC1CCCCN1CCCNC(=O)c1c(O)nc2cc(C)ccn2c1=O (stereo not given)	.	-6.9	-1.4	-3.5	3.9	-7.3	12.3	-0.1
O=C(C[C@H]1CC[C@H](NC(=O)c2cccnc2)[C@@H](CO)O1)NCCN1CCCCC1	-0.4	-0.4	-7.2	0.6	0.6	12.7	27.1	0.2
Cc1ccc(S(=O)(=O)Nc2ccc3c(c2)C(=O)N([C@H](C)CO)C[C@H](C)[C@@H](CN(C)C)OCCCC[C@@H](C)O3)cc1	5.4	-19.4	3.0	-1.1	-5.4	30.3	13.6	0.1
C[C@@H]1CN([C@@H](C)CO)C(=O)c2cccc(NC(=O)c3cnccn3)c2O[C@H]1CN(C)CC1CCCCC1	-3.2	3.9	1.0	8.2	-3.8	-11.9	3.4	0.1
O=C(O)COc1ccccc1/C=N/NC(=O)CSc1nc2ccccc2n1Cc1ccc(Cl)cc1	-4.3	-19.4	0.6	.	.	5.0	-28.1	0.3
CN(C(=O)c1ccccc1-c1ccccc1C(=O)O)c1ccccc1	-1.5	4.1	2.1	-2.4	-2.2	-2.0	-0.1	-0.1
CC(Oc1ccc(Br)cc1)C(=O)N(C)CC(=O)Nc1ccc(N2CCOCC2)cc1 (stereo not given)	18.2	9.7	1.0	-0.3	3.8	-0.3	-13.5	-0.1
CCN(CC)CCN(C(=O)c1ccc2c(c1)OCCO2)c1nc2cc(C)cc(C)c2s1	-3.4	9.7	-1.3	1.7	.	10.0	-18.2	-0.1
Cc1ccccc1C(=O)NNC(=O)CSc1nc2ccccc2c(=O)[nH]1	0.6	-9.2	-1.1	3.0	.	.	11.1	0.2
Cn1cnc(S(=O)(=O)N2CCCCN3[C@H](C2)[C@H](c2ccc(-c4ccccc4F)cc2)[C@@H]3CO)c1	-1.2	-2.7	-2.1	2.5	7.4	5.2	-23.2	0.1
O=C(C[C@@H]1CC[C@@H](NC(=O)Nc2ccccc2F)[C@@H](CO)O1)NCc1ccc(Cl)cc1	-0.3	-10.5	-0.1	0.5	-3.8	-0.5	-5.6	-0.1
COC(=O)c1c(C)n(-c2ccc(C)cc2)c2ccc(O)cc12	-1.5	.	.	.	5.8	-4.8	-15.5	.
Cc1cnc(NC(=O)Cc2ccc(S(=O)(=O)N3CCOCC3)s2)s1	12.2	i	3.1	10.4	.	.	-10.3	0.1
CCOC(=O)c1cn2nc(Oc3cccc(C(F)(F)F)c3)ccc2n1	15.4	0.8	0.0	5.8	1.0	.	0.6	-0.1
Cc1cc(C)cc(NC(=O)CSc2nc3nc(C)cc(C)c3c(=O)[nH]2)c1	-0.3	-80.4	-5.1	-3.0	7.0	8.8	3.1	-0.1
Cc1ccc(C(=O)OCc2ccc3c(c2)OCO3)cc1S(=O)(=O)N1CCCCC1	-11.3	.	.	.	12.0	-0.6	-2.7	.
COc1ccc(CNC(=O)C[C@@H]2CC[C@@H]3[C@@H](COc4ccc(NC(=O)C(C)C)cc4C(=O)N3C)O2)cc1	.	.	0.7	.	-1.5	.	-8.6	0.0
CN1C(C(=O)Nc2ccc(OC(F)(F)F)cc2)=CC(c2ccco2)=NS1(=O)=O	9.6	-20.1	3.8	3.7	8.3	3.2	.	0.0
COc1ccc(N2CCN(C(=O)NC(=O)c3ccccc3)CC2)cc1	-5.8	-13.0	-0.8	-2.3	-4.4	-3.9	0.5	-0.1
CC(NC(=O)OCc1ccccc1)C(=O)NCC(=O)NC(Cc1ccc(OC(C)(C)C)cc1)C(=O)OC(C)(C)C (stereo not given)	1.1	.	.	.	.	2.6	-30.5	6.8
COc1ccc(OC)c(-n2c(SC)nnc2-c2c[nH]c3ccccc23)c1	-4.1	-1.8	-1.0	1.5	2.1	-3.1	-17.1	0.1
O=C(CCN1CCCCC1)NCC1OCCc2ccccc21 (stereo not given)	5.1	.	.	.	-7.7	7.6	5.9	.
COc1ccc(/C=N/NC(=O)c2cc3cc(OC)c(OC)cc3[nH]2)cc1	4.3	-1.8	.	-1.4	8.6	-1.3	-4.8	0.3
CCc1ccc(Nc2nnc(SCC(=O)N(C)CC(=O)Nc3ccccc3CC)s2)cc1	-4.5	-43.8	-2.6	-0.4	.	.	-6.6	0.1

More structures
SMILES	ARNT TACC3 PPI	RAD52 anneal inh	CFTR F508del cor	ERAP1 inh	esBAF inh	RAD54 branch	GSIS activator	Xi reactivation
CCOC(=O)N1CCN(C(=O)C2CCN(Cc3nc(-c4ccccc4C)oc3C)CC2)CC1	.	-27.1	1.7	-2.2	0.5	9.5	9.3	0.2
O=C(CN(C(=O)c1csnn1)c1ccccc1Cl)NC1CCCC1	.	-10.9	0.3	-1.3	-11.2	-0.2	-3.7	0.0
Cc1ccnc(NS(=O)(=O)c2ccc(NC(=O)C34CC5CC(C)(CC(C)(C5)C3)C4)cc2)n1	-2.0	-6.4	.	3.7	-0.7	-0.1	-2.0	.
C[C@H]1CN([C@@H](C)CO)C(=O)c2cc(C#Cc3ccncc3)cnc2O[C@@H]1CN(C)C(=O)CN(C)C	-4.8	-24.0	-1.7	-1.8	-3.8	-1.3	8.6	-0.9
O=C(O)Cc1c(-c2ccccc2)c2cc(Br)ccc2[nH]c1=O	-5.3	-8.8	1.8	0.3	.	.	19.8	2.5
Cc1ccc(S(=O)(=O)N(C)C[C@@H]2Oc3ccc(NC(=O)Nc4cccc5ccccc45)cc3CC(=O)N([C@@H](C)CO)C[C@@H]2C)cc1	7.7	15.0	-0.8	-0.8	4.4	7.6	4.1	-0.4
CN=c1scc(-c2ccccc2F)n1/N=C/c1ccc(O)c(O)c1O	52.8*	-9.8	-1.5	0.6	-77.8	-4.3	-6.5	0.1
O=C(Nc1ccc(SC(F)F)cc1)c1ccc(F)cc1	-5.5	-7.9	-2.7	2.6	.	.	8.7	-0.2
CC(=O)Oc1cccc(/C=C2\Sc3ccccc3C2=O)c1	-13.4	-16.2	-0.6	0.4	.	.	-1.5	-0.1
CC(C)N1C(=O)C(O)(C2COC(C)(C)CC2=O)c2ccccc21 (stereo not given)	-0.8	-2.1	2.7	-0.2	.	.	0.3	0.0
CCOC(=O)N1CCN(C(=O)CSc2nc(CC)nc3c2c(=O)n(C)c(=O)n3C)CC1	-6.5	-10.6	-0.6	0.3	-7.3	-1.2	-7.8	-0.1
CNc1ncc(C(=O)c2ccc(F)cc2)s1	-7.9	-11.4	-0.2	10.9	.	.	11.6	0.0
COc1ccc(CCNC(=O)CSc2ncc(C(=O)Nc3ccccc3)c(=O)n2C)cc1	-3.7	-6.8	3.1	-1.7	.	.	11.1	0.0
O=C(Cn1nc(-c2ccc(Cl)cc2)ccc1=O)NCC1COCCO1 (stereo not given)	1.0	-5.2	-1.5	-5.7	-4.4	-3.1	9.7	0.0
CC(=O)c1ccc(OC(=O)COc2ccccc2)cc1	-3.7	-3.6	-1.5	1.0	-7.2	8.5	16.7	0.1
CCCN(CC(=O)Nc1ccc(Cl)cc1Cl)C(=O)/C=C/c1cc(OC)ccc1OC	-1.2	.	.	.	.	0.9	-6.4	0.0
O=c1c2c(nc3c(-c4ccccc4)c[nH]n13)CCC2	5.9	.	.	.	-1.7	-10.1	14.5	.
COc1ccccc1NC(=O)N1CCCCN2[C@H](C1)[C@H](c1ccc(C#Cc3ccccc3)cc1)[C@@H]2CO	-2.6	-10.4	-3.1	0.4	.	3.8	17.5	0.0
O=C(NCC[C@@H]1CC[C@@H](NS(=O)(=O)c2ccc(Cl)cc2)[C@H](CO)O1)Nc1ccc(F)cc1	.	13.7	-1.1	2.0	.	.	-14.8	0.2
CCOc1ccc(/C=N/OCC(=O)Nc2ccc(OCc3ccccc3)cc2)cc1OC	-17.4	-14.4	-0.8	-3.9	.	.	-5.3	0.2
Cc1ccc(NC(=O)c2cccc(OC(F)F)c2)c(OC(F)F)c1	0.7	6.9	.	-4.8	3.6	-17.0	-5.0	0.0
CCOC(=O)c1cn(CC)c2ccc(S(=O)(=O)N3CC(C)CC(C)C3)cc2c1=O (stereo not given)	-3.6	.	.	.	-3.6	-8.3	0.7	.
CC(Oc1ccc2c3c(c(=O)oc2c1)CCCC3)C(=O)NCCN1CCOCC1 (stereo not given)	-3.1	-15.9	1.9	-1.3	-3.3	-1.5	17.4	0.0
CCc1ccc(N(CC(=O)N2CCCCCC2)S(C)(=O)=O)cc1	-1.1	-16.4	-2.0	-1.1	-4.8	3.5	14.1	0.2
Cc1ncc(CO)c(/C=N/NC(=O)c2ccoc2C)c1O	.	-25.5	3.5	0.4	-8.4	1.7	20.8	0.0

(next part)
SMILES	ARNT TACC3 PPI	RAD52 anneal inh	CFTR F508del cor	ERAP1 inh	esBAF inh	RAD54 branch	GSIS activator	Xi reactivation
Cc1ccc(N2CCN(C(=O)C(=O)c3cccc([N+](=O)[O-])c3)CC2)cc1	.	-10.6	2.3	.	.	.	-10.6	0.4
COc1ccc(-n2c(O)c(/C=N/Nc3nc(C)cc(C)n3)c3ccccc3c2=O)cc1OC	3.0	0.6	1.3	3.0	-4.7	0.9	6.3	0.6
Cc1ccc(C(=O)N[C@H](C(=O)N2CCN(c3ncccn3)CC2)C(C)C)cc1	.	3.2	-0.8	-8.6	0.6	3.3	9.6	0.0
CCNC(=O)C1(C)CCN(Cc2ccc(C#N)cc2)C1 (stereo not given)	.	5.1	-0.9	-3.2	-0.4	-4.7	.	-0.1
C[C@H]1CN([C@@H](C)CO)C(=O)c2cc(NS(C)(=O)=O)ccc2O[C@H]1CN(C)Cc1ccccc1	-0.4	-0.8	4.3	1.9	0.0	-7.8	19.4	-0.2
CC(C)=CCN1CCN(Cc2cnc(N3CCCC3)s2)CC1CCO (stereo not given)	0.4	-26.6	-0.4	7.2	.	.	20.4	0.0
COc1cccc(C(=O)Nc2ccc3c(c2)C(=O)N(C)[C@@H]2CC[C@@H](CC(=O)NCC(F)(F)F)O[C@H]2CO3)c1	0.9	-0.5	-1.9	3.5	2.8	-2.6	10.0	0.0
O=C(CC1CC1)N1CC2(C1)[C@H](c1ccccc1)[C@@H](CO)N2C(=O)C1CCOCC1	.	-5.7	-3.0	0.1	.	.	2.7	0.1
C[C@H]1CN([C@@H](C)CO)C(=O)c2cc(NS(=O)(=O)c3ccccc3)ccc2O[C@@H]1CN(C)C	9.6	-5.1	0.1	0.5	1.8	6.5	.	.
Fc1ccc(COc2cccc3cccnc23)cc1	.	-5.7	-0.8	0.9	.	.	-9.0	0.0

Complete entries as entered above:
COc1ccc(CCNC(=O)CSc2ncc(C(=O)Nc3ccccc3)c(=O)n2C)cc1 as listed: ARNT TACC3 PPI = -3.7; RAD52 anneal inh = -6.8; CFTR F508del cor = 3.1; ERAP1 inh = -1.7; esBAF inh = .; RAD54 branch = .; GSIS activator = 11.1; Xi reactivation = 0.0
CC(NC(=O)OCc1ccccc1)C(=O)NCC(=O)NC(Cc1ccc(OC(C)(C)C)cc1)C(=O)OC(C)(C)C (stereo not given) as listed: ARNT TACC3 PPI = 1.1; RAD52 anneal inh = .; CFTR F508del cor = .; ERAP1 inh = .; esBAF inh = .; RAD54 branch = 2.6; GSIS activator = -30.5; Xi reactivation = 6.8
